High-throughput results (PubChem BioAssay)
Apaf-1 inh: inhibitors of human Apaf-1 apoptosome; O14727; reconstituted apoptosome caspase-3 activity, DEVD-Rh110 fluorescence; inhibition, % at 20 µM; 0.71% of 330,000 active; active means inhibition of at least 40% at 20 µM;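 further: plate controls were DMSO wells for no effect and DEVD-CHO caspase inhibitor wells for full effect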
Target sequence (O14727 whole entry, looked up): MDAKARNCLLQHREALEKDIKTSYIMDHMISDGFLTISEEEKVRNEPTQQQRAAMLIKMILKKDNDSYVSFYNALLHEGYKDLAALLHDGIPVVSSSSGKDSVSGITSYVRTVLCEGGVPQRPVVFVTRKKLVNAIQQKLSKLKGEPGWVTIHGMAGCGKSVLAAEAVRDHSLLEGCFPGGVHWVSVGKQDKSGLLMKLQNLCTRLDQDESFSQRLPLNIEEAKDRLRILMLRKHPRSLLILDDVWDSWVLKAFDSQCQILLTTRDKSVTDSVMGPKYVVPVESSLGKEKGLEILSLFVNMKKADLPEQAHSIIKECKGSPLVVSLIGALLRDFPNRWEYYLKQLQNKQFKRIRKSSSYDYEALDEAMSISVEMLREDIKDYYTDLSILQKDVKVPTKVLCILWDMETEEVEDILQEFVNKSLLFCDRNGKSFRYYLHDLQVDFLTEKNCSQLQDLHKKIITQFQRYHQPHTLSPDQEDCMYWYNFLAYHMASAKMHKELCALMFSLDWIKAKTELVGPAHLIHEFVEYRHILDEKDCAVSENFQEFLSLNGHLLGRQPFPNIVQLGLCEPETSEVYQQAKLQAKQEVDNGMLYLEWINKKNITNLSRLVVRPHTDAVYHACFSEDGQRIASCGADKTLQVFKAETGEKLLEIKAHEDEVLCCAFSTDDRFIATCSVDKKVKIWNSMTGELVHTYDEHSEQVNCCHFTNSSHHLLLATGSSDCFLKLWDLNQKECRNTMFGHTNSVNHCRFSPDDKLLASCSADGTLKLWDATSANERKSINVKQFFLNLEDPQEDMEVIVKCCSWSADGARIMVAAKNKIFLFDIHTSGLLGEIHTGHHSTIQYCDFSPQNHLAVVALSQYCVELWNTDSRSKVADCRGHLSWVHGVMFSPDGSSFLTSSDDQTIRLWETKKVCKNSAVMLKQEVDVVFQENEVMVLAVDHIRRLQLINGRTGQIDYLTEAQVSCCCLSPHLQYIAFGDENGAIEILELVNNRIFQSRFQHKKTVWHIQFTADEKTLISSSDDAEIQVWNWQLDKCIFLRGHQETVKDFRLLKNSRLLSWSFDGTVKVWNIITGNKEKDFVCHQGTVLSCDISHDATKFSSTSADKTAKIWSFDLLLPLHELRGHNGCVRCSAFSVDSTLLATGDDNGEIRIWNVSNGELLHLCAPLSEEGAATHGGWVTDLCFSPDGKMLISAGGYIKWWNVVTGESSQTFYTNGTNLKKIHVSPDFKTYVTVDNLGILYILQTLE
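System – cell-free apoptosome with Apaf-1, procaspase-3 and caspase-9 · Buffer or medium – pH 7.5 Hepes buffer with CHAPS, BSA, DTT · Also added – cytochrome c with DEVD-Rh110 · Times – 30 min compound preincubation, 50 min activation, room temperature · Technique – Rh110 fluorescence intensity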
tim10-1 inh: tim10-1 yeast growth inhibition. S. cerevisiae tim10-1 ts strain growth, BacTiter-Glo, 24 h. inhibition, % at 20 µM. 2.2% of 330,000 active. AID 463190;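 active means inhibition of at least 40%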;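 further: mutant grown at 25 °C; 0% = DMSO wells with yeast and 100% = wells holding no yeast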
TIM10 inh: TIM10 yeast growth inhibition | 1.4% of 330,000 active | S. cerevisiae TIM10 strain growth, BacTiter-Glo luminescence, 24 h | inhibition, % at 10 µM;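 active means inhibition of 40% or more at the single tested concentration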;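 further: wild-type TIM10 isogenic control strain grown at permissive 25 °C; 0% = DMSO yeast wells and 100% = minimal medium wells without yeast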
hIAP act: human IAP activation; purified human IAP, CDP-Star luminescence, 30 min; hits give high values; 1 = vehicle-only enzyme, 0 = enzyme-free background; activation factor at 10 µM; 0.16% of 330,000 active; P09923; AID 2524;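 active means activation factor of the enzyme at least 2-fold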; further: the source names both 10 and 20 µM as test concentration; values of inactives mirror those of a sister screen read the other way
ATG4B inh: ATG4B (human) cysteine protease inhibition. AID 504462. Q9Y4P1. ATG4B cleavage of LC3-PLA2, NBD-HPC fluorescence, 1 h. 0.51% of 340,000 active. inhibition, % at 8.33 µM; in the data active means inhibition above about 40%
mIAP inh: mouse IAP inhibition. inhibition, % at 10 µM. purified mouse IAP, CDP-Star luminescence, 30 min. 0.2% of 330,000 active. AID 2806;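 active means inhibition of at least 40% at 10 µM in the primary screen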;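 further: plate controls were DMSO with enzyme for no effect and no enzyme wells for full effect; values of inactives mirror those of a sister screen read the other way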
NLRP3 yeast inh: blocks the NALP3 inflammasome reconstituted in yeast; Yeast reconstituted NLRP3/ASC/caspase-1, beta-gal luminescence, 24 h; inhibition, % at 10 µM; AID 2825; 0.39% of 330,000 active;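 active means inhibition of 50% or more; inactive means inhibition below 50%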;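 further: plate controls were induced DMSO wells for no effect and uninduced yeast grown without galactose for full effect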
hIAP inh: blocks human intestinal alkaline phosphatase; purified IAP, CDP-Star luminescence, 30 min; 0.12% of 330,000 active; inhibition, % at 10 µM; P09923;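 active means inhibition reaching a set limit with compound at 10 µM in the primary screen, cut at about 35% in these data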;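 further: plate controls were DMSO wells with enzyme for no effect and no-enzyme buffer wells for full effect; values of inactives mirror those of a sister screen read the other way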
mIAP act: increases mouse intestinal alkaline phosphatase activity. muIAP, CDP-Star luminescence, 30 min; hits give high values; 1 = vehicle-only enzyme signal, 0 = enzyme-free wells. activation factor at 10 µM. 0.24% of 330,000 active. AID 2805;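 active means activation factor of at least 2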; further: the source names both 10 and 20 µM as test concentration; values of inactives mirror those of a sister screen read the other way
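Assay system: mouse IAP enzyme; Reagent: CDP-Star chemiluminescent phosphatase substrate; Compound: DMSO-dissolved test compounds; Incubation: 30 min, room temperature; Technique: luminescence from enzymatic CDP-Star hydrolysis; Controls: DMSO-only wells and no-enzyme negative control.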
An asterisk follows results filed as active; . = no result given.

The line under a structure holds: Apaf-1 inh	tim10-1 inh	TIM10 inh	hIAP act	ATG4B inh	mIAP inh	NLRP3 yeast inh	hIAP inh	mIAP act
> CCCCNC(=O)c1ccc(CS(=O)(=O)c2ccc(OC)cc2)o1
 : -2	6	10	0.88	4	-6	20	12	1.1
> CCn1cnc2c1c(=O)n(CC(=O)Nc1ccc3c(c1)OC(F)(F)O3)c(=O)n2Cc1ccccc1
 : 9	2	11	1.1	-4	-5	15	-14	1
> C=CCNCC#CCOc1ccc(OC)cc1
 : 0	6	-10	1.1	-1	-10	18	-6	1.1
> O=C(NCCCN=C1NS(=O)(=O)c2ccccc21)c1ccc(S(=O)(=O)N2CCOCC2)cc1
 : -2	-13	-6	1.1	-8	2	9	-5	0.98
> Cc1cc(C(=O)NCc2ccc(S(N)(=O)=O)cc2)ccc1[N+](=O)[O-]
 : -7	-10	-13	1.1	2	0	-5	-9	1
> CCOC(=O)CSc1nnc(NC(=O)c2ccc3c(c2)OCO3)s1
 : -12	3	15	1.1	-3	4	20	-6	0.96
> CCCn1c(SCC(=O)NCC(=O)Nc2ccc(F)c(F)c2F)nc2ccccc2c1=O
 : 4	2	0	0.94	-6	-1	12	6	1
> Cc1ccc2oc(C(=O)N3CCN(Cc4nccn4C)CC3)c(C)c2c1
 : -2	0	-3	1.4	-6	0	8	-38	1
> CC(=O)c1cc(-c2ccc(F)cc2)n(CCC(=O)Nc2cccnc2)c1C
 : -9	4	0	1.1	-8	4	16	-8	0.96
> COC(=O)c1cc(NC2c3ccccc3C(=O)N2c2cccnc2)cc(C(=O)OC)c1 (centres undefined)
 : -6	4	1	0.92	-4	3	-3	8	0.97
> COc1cccc(-c2ccc(-c3noc(-c4cccs4)n3)c(OC)n2)c1
 : 1	-16	-6	1	3	10	28	-1	0.9
> Cc1cc(NC(=O)CSc2nnc(C3CC3)n2Cc2ccccc2)no1
 : -6	3	7	1	-2	10	8	-4	0.9
> CC(C)c1nnc(NC(=O)c2ccc(N3C(=O)CCC3=O)cc2)s1
 : 3	-11	-14	1	7	3	-2	0	0.97
> CS(=O)(=O)c1nc(-c2ccccc2)cc(-c2ccccc2)c1C#N
 : 25	34	28	1.1	4	0	6	-6	1
> Cc1cc(C)nc(SCc2nnc(SCC(=O)Nc3cc(C(F)(F)F)ccc3Cl)o2)n1
 : 5	10	5	0.99	-6	27	4	1	0.73
> O=C(CCC(=O)OCC(=O)c1ccc(Br)cc1)Nc1ccc(Br)c2cccnc12
 : 11	18	-7	1	3	6	5	-2	0.94
> C#CCNc1cc(C)nc2ncnn12
 : -7	6	-5	0.93	3	27	-2	8	0.73
> O=C(N/N=C/c1ccsc1)C1CC1
 : 1	0	-5	1.1	-5	-2	18	-12	1
> O=c1[nH]c(CN2CCN(S(=O)(=O)/C=C/c3ccccc3)CC2)nc2cc(Cl)ccc12
 : 15	21	8	1.3	-19	4	8	-34	0.96
> CNc1nc2cccnc2s1
 : -3	-2	-12	1.3	-7	-11	20	-31	1.1
> COC(C[C@H]1O[C@@H]1C(=O)[C@H](C)OCc1ccccc1)OC
 : 48*	23	5	1	4	0	14	-3	1
> COc1ccc(N=Cc2sc(O)c3ccccc23)cc1
 : 29	4	20	0.91	12	20	15	9	0.8
> Cc1ccc2nsnc2c1S(=O)(=O)N1CCN(C(=O)C2CCCO2)CC1 (centres undefined)
 : -7	2	9	1	1	8	9	-4	0.92
> Cc1ccc(N=Cc2c(C)[nH]n(-c3ccccc3)c2=O)nc1
 : 13	13	7	1.2	-1	3	13	-22	0.97
> O=C(Cc1ccc2c(c1)OCCO2)Nc1cc(Cl)ccc1N1CCOCC1
 : 11	12	9	1.3	-5	3	15	-31	0.97
> CCN1CCCC1CNC(=O)c1ccccc1Cl (centres undefined)
 : -18	-8	4	0.91	1	8	5	9	0.92
> O=C(c1cc(S(=O)(=O)N2CCOCC2)c(Cl)cc1Cl)N1CCN(S(=O)(=O)c2cccc(F)c2)CC1
 : 6	-4	6	0.85	-4	0	-7	15	1
> Cc1cc(C(=O)NC(=S)Nc2cccc(NC(=O)C(C)C)c2)ccc1[N+](=O)[O-]
 : 15	7	-9	0.93	-3	15	12	7	0.85
> O=C(CN(Cc1cccs1)C(=O)c1csnn1)NC1CCCC1
 : -2	7	1	0.9	-13	11	-7	10	0.89
> COc1ccc(/C(C)=N\NC(=O)CNC(=O)C(c2ccccc2)c2ccccc2)cc1OC
 : 7	3	-13	1.3	-3	-8	13	-32	1.1

Reprinted at random: three entries already listed
The line under a structure holds: Apaf-1 inh	tim10-1 inh	TIM10 inh	hIAP act	ATG4B inh	mIAP inh	NLRP3 yeast inh	hIAP inh	mIAP act
> COc1ccc(/C(C)=N\NC(=O)CNC(=O)C(c2ccccc2)c2ccccc2)cc1OC
 : 7	3	-13	1.3	-3	-8	13	-32	1.1
> O=C(NCCCN=C1NS(=O)(=O)c2ccccc21)c1ccc(S(=O)(=O)N2CCOCC2)cc1
 : -2	-13	-6	1.1	-8	2	9	-5	0.98
> Cc1ccc2nsnc2c1S(=O)(=O)N1CCN(C(=O)C2CCCO2)CC1 (centres undefined)
 : -7	2	9	1	1	8	9	-4	0.92

Following part.
The line under a structure holds: Apaf-1 inh	tim10-1 inh	TIM10 inh	hIAP act	ATG4B inh	mIAP inh	NLRP3 yeast inh	hIAP inh	mIAP act
> Clc1ccccc1C1CC(c2ccccc2)=Nc2ccccc2N1 (centres undefined)
 : 5	16	24	0.84	18	-2	8	16	1
> CC(C)(C)c1ccc(C(=O)NCCCNC(=O)c2ccccn2)cc1
 : 7	-4	8	0.97	-10	-2	-3	3	1
> O=C(COc1ncnc2ccccc12)Nc1cc(S(=O)(=O)N2CCOCC2)ccc1Cl
 : -17	-7	-16	1	1	0	4	-2	1
> CC1Cc2ccccc2N1C(=O)CSc1ncccn1 (centres undefined)
 : 6	5	2	1	2	-1	21	0	1
> NC(=O)c1ccsc1NC(=O)COC(=O)C1=NNC(=O)CC1
 : -16	-10	11	0.97	-1	7	13	3	0.93
> O=C(COC(=O)c1cnccn1)c1ccc2ccccc2c1
 : 1	2	-1	0.94	0	-5	-2	6	1.1
> COc1ccc(CCN2CC(C(=O)N(C)Cc3ccc(C)o3)CCC2=O)cc1 (centres undefined)
 : -9	2	-6	1	-1	9	21	-4	0.91
> CC(O)(CS(=O)(=O)Cc1ccccc1)C(=O)Nc1cccc(C(F)(F)F)c1 (centres undefined)
 : 4	8	3	1	-3	-2	14	0	1
> O=[N+]([O-])c1ccc(-c2ccn[nH]2)o1
 : -3	23	4	1	-9	9	25	-1	0.91
> C=CCN(N=Nc1cccc([N+](=O)[O-])c1)c1cccc([N+](=O)[O-])c1
 : 11	19	-2	0.93	9	1	18	7	0.99
> CC(=O)Nc1ccc(Nc2ccc3c4c(cc(=O)n3C)-c3ccccc3C(=O)c24)cc1
 : -3	31	23	1	-7	28	25	0	0.72
> N#Cc1sc(NCc2cccc(Cl)c2)nc1Cl
 : 9	58*	44*	0.94	22	-13	19	6	1.1
> COc1ccc(N(CCCN2C(=O)c3cccc4cccc(c34)C2=O)C(=O)c2cccnc2)cc1
 : 8	23	17	0.85	-4	4	3	15	0.96
> O=C(O)Cc1ccc(-n2cccc2)cc1
 : 11	-8	-9	1.1	3	-1	11	-14	1
> Cc1cc(C)cc(NC(=O)Nn2cnnc2)c1
 : -14	2	-4	1.5	-1	1	3	-47	0.99
> N#Cc1ccc(NC(=O)CCc2ccc(S(=O)(=O)N3CCOCC3)cc2)cc1
 : -7	17	16	0.96	-8	1	-2	4	0.99
> COc1ccc(-n2ncc3c2CC(C)(C)CC3NC(=O)c2ccnn2C)cc1 (centres undefined)
 : -10	16	10	1	-3	-5	-2	-2	1
> Cc1nnc(SCC(=O)Nc2nnc(SCc3cccc(Br)c3)s2)s1
 : -5	10	-8	1.2	0	13	-6	-17	0.87
> CCCOc1ccc(NC(=O)CC2C(=O)N(CC)C(=S)N2CCNC(C)=O)cc1 (centres undefined)
 : 3	-5	11	1	0	-1	-1	-1	1
> N#Cc1ccsc1NC(=O)CN1CCCCCC1
 : -28	-7	2	0.98	-5	34	10	2	0.66
> COCCn1c(SCC(=O)Nc2ccccc2F)nc2c([nH]c3ccccc32)c1=O
 : -5	16	4	0.91	-2	-7	7	9	1.1
> COc1ccc(-c2c([C@H]3[C@H]4C=CC[C@@H](C)[C@@H]4C(=O)N3Cc3ccccc3)ccc3ccccc23)cc1OC
 : 25	22	10	0.93	-9	-1	15	7	1
> COc1ccc(-c2csc(NC(=O)CSCC(=O)Nc3cc(C)on3)n2)cc1
 : 14	1	8	0.97	-10	-17	12	3	1.2
> CC(C)Oc1ccc(C(CCN)C2CCCCC2)cc1 (centres undefined)
 : 6	13	17	1	3	2	23	0	0.98
> C=CCn1c(=O)c2c(nc3n2CC(C)CN3CCc2ccccc2)n(C)c1=O (centres undefined)
 : 10	27	14	0.97	-2	-1	19	3	1
> C=CCn1c(SCC(=O)C(C)(C)C)nnc1-c1ccccn1
 : -19	11	7	0.92	-8	0	5	8	1
> CCOc1ncccc1C(=O)OCC(=O)N1CCc2ccccc21
 : -20	-1	11	0.99	-1	2	-9	1	0.97
> O=C(CSc1n[nH]c(=O)[nH]c1=O)c1cccc([N+](=O)[O-])c1
 : -10	10	-2	1.1	-11	2	22	-6	0.98
> CSCCn1c(C(C)(C)C)cc(C(=O)O)c1C
 : 2	8	-6	1.2	-2	0	14	-17	1
> COc1ccc(C(=O)CCS(=O)(=O)c2ccc(F)cc2)cc1OC
 : -16	36	8	1	.	2	19	-4	0.98
> Cc1ccc(-c2csc3ncnc(SCC(=O)NCc4ccc5c(c4)OCO5)c23)cc1
 : -9	11	9	1	-9	7	5	-4	0.93
> CC(C)Cn1c(N)c(C(=O)COC(=O)c2cc(-c3ccco3)nc3ccccc23)c(=O)n(C)c1=O
 : 37	2	0	1.1	-2	21	12	-14	0.79
> CCOc1cccc(C2/C(=C(/O)c3ccc4c(c3)CC(C)O4)C(=O)C(=O)N2CCCn2ccnc2)c1 (centres undefined)
 : 5	19	-4	0.97	-7	5	6	3	0.95
> COCc1cc(C)nc(NCCO)c1C#N
 : -4	3	-13	0.96	-9	2	0	4	0.98
> CCC[C@@H](CN1CCC[C@H]1CN1C(N)=NC[C@H]1CC(C)C)N1C[C@@H](Cc2ccccc2)N(CCCC2CCCC2)C1=N
 : 59*	-14	7	1.1	10	-54	13	-7	1.5
> CCOc1ccc2oc(C(=O)Nc3nccs3)c(C)c2c1
 : -12	-3	-4	1	-21	16	9	-4	0.84
> COc1ccc(Cl)cc1NS(=O)(=O)c1c(C)nc2sccn2c1=O
 : 7	-5	8	0.89	-9	4	17	11	0.96
> Cc1ccc(OCC(=O)Sc2ccc(C)cc2)cc1
 : -21	27	13	1.1	0	7	17	-10	0.93
> CCOC(=O)/C(C#N)=C1/C=CN(C)C(C)=N1
 : -1	-8	-3	1.2	-7	-8	10	-22	1.1
> CC(=O)c1cccc(NC(=O)c2oc(C)nc2C)c1
 : -13	7	14	0.87	-10	9	12	13	0.91
> CN(C)C(=O)NC1CCCCCCCCCCC1
 : 8	11	12	1	3	-2	22	-3	1
> Cn1cc(CN2CCCC(CNC(=O)c3ccc4c(c3)OCO4)C2)c2ccccc21 (centres undefined)
 : 9	0	-4	1	9	4	-1	-2	0.96
> CCOc1ccc(CN2C(=O)c3ccccc3C2C(=O)NCC2CCCO2)cc1 (centres undefined)
 : -18	-3	-2	1	-5	8	5	-2	0.92
> COc1ccc(OCCC(=O)OCC(=O)c2ccc[nH]2)cc1
 : -11	2	-2	1.2	-2	-2	9	-18	1
